Screening data as filed in PubChem BioAssay.
ERb coact inh = inhibitors of ERβ-SRC1 coactivator interaction, primary screen, biochemical, TR-FRET, ERβ LBD, SRC-1 peptide; TR-FRET ER-beta LBD / SRC1-Cy5 peptide binding; receptor agonist-loaded with 1 µM estradiol; AID 633, 2007; 86,000 compounds, 1.3% hits; Estrogen receptor beta (Homo sapiens), Q92731; inhibition, % at 25.6 µM;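 active = compounds whose percent inhibition of the receptor-coactivator binding signal exceeds about 50% in the single-dose screen, limit read from the data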;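 note: 0% = receptor plus peptide wells without compound and 100% = peptide-only wells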
Target sequence (Q92731 whole entry, looked up, the tested form may be a part): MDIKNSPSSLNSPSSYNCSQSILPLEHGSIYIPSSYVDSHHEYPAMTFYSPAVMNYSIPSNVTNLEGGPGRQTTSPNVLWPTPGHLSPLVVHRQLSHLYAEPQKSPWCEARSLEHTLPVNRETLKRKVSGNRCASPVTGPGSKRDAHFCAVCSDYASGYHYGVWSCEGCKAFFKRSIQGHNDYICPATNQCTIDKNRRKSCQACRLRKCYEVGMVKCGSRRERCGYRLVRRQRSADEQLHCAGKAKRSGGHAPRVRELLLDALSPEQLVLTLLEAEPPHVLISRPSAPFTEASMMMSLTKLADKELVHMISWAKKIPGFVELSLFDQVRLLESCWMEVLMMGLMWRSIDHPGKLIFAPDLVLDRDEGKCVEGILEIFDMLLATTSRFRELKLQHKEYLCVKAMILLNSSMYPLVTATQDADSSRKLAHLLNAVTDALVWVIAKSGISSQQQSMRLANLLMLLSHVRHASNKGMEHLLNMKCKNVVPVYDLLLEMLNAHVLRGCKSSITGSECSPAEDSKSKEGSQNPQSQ
MT1-MMP txn act = MT1-MMP promoter reporter activation – cell-based, luciferase luminescence, primary screen. HT1080 MT1-MMP promoter luciferase reporter, overnight; stronger effect = higher value. activation factor at 10 µM. 86,000 compounds, 0.16% hits. AID 750, 2007;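 active = activation factor of at least 2 for MT1-MMP transcription at 10 µM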
FAK blocker = FAK kinase inhibitors, primary screen, biochemical; Focal adhesion kinase 1 (Homo sapiens), Q05397; biochemical FAK kinase activity assay; 97,000 compounds, 0.84% hits; inhibition, %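 (tested at 7 µM)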; in the data active = inhibition above about 19%;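 note: 0% = DMSO and 100% = reference compound high control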
ERa coact inh = ERα–SRC-1 coactivator interaction inhibitors, primary screen, biochemical, TR-FRET, ERα LBD, estradiol-bound; inhibition, % at 25.6 µM; AID 629, 2007; Estrogen receptor (Homo sapiens), P03372; 86,000 compounds, 1.7% hits; TR-FRET ER-alpha LBD / SRC-1 peptide; in the data active = inhibition above about 50%;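 note: 0% = receptor plus peptide control and 100% = peptide only without receptor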
Target sequence (P03372 whole entry, looked up, the tested form may be a part): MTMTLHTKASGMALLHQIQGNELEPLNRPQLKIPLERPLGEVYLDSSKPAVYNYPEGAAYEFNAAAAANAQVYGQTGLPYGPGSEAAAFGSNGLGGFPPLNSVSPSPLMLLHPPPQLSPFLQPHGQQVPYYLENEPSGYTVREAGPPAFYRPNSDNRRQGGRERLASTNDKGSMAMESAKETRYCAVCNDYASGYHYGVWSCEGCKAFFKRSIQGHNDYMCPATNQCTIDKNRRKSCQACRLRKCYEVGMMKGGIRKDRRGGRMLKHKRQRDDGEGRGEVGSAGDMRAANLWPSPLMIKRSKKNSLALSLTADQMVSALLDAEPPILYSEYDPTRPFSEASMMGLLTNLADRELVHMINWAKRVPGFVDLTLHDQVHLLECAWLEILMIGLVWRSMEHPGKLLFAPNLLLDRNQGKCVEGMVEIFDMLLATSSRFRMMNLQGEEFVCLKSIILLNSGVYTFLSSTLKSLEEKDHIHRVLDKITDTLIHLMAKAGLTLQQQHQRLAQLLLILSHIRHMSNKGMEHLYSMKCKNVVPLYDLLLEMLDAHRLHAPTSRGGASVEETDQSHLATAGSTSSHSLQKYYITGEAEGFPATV
PLAP activator = PLAP enzyme activators, biochemical, luminescence, HTS. Alkaline phosphatase, placental type (Homo sapiens), P05187. purified PLAP enzyme, luminescent substrate read-out; stronger effect = higher value. activation fold at 20 µM. 96,000 compounds, 1.2% hits. AID 696, 2007; in the data active = activation fold above about 2
Mac1 fbg enh = enhancers of CD11b/CD18 adhesion to fibrinogen, primary screen, K562 cells, luminescence; Integrin beta-2 (Homo sapiens) + Integrin alpha-M (Homo sapiens), P05107+P11215; ATPlite luminescence; activation, % at 10 µM; 93,000 compounds, 0.07% hits;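 active = 10 µM primary screen giving 50% or more activity, confirmed by 40% or more on retest at that dose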; note: strong numbers were not always called active; reference of the scale not given here
CD11b adhes inh = inhibitors of CD11b/CD18 adhesion to fibrinogen, primary screen, K562 cells, luminescence; Integrin beta-2 (Homo sapiens) + Integrin alpha-M (Homo sapiens), P05107+P11215; ATPlite luminescence; Mn2+ added to activate the integrin; inhibition, % at 10 µM; 93,000 compounds, 0.54% hits; AID 1497, 2009;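 active = primary inhibition of 50% or more at 10 µM, then 40% or more on retest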; note: some results filed as inactive read as strong as hits
ERa SRC1 pot = enhancers of ERα–SRC-1 coactivator binding, primary screen, biochemical, TR-FRET, ERα LBD, low estradiol; TR-FRET ERalpha-LBD/SRC-Cy5 coactivator binding, 2 h; 100 = basal binding, no effect; 86,000 compounds, 1.3% hits; AID 639, 2007; coactivator binding (% of control), % at 25.6 µM; in the data active = activity above about 200%;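 note: binding measured in presence of low estradiol as agonist stimulus; 0% = peptide alone without receptor and 100% = receptor with peptide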
E coli WT exp = growth inhibitors of wild-type E. coli, primary screen, strain BW25113, expanded library, OD600; OD600 absorbance; growth inhibition, % at 100 µM; AID 710, 2007; 98,000 compounds, 0.15% hits;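 active = growth inhibition above about 50% at one test dose, limit read from the data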;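 note: growth measured after 20 h incubation at 37 °C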
Starred values were filed as active, the others as inactive; / = no result given; [ ] = dose if it differs, or a comment.

#	SMILES	ERb coact inh	MT1-MMP txn act	FAK blocker	ERa coact inh	PLAP activator
1	CC1CC(C)CN(c2oc(-c3ccco3)nc2C#N)C1 (stereo unspecified)	-8	1.1	10	-39	/
2	CN1CCc2c(sc3c2C(=O)NC(c2ccccn2)N3)C1 (stereo unspecified)	23	1.1	-2	9	1.2
3	O=S(=O)(c1ccc(Br)s1)N1CCN(Cc2ccc3c(c2)OCO3)CC1	-5	1.1	1	-8	0.7
4	CCNS(=O)(=O)c1ccc(S(=O)(=O)N(Cc2ccccn2)C2CCCCC2)cc1	-6	1.1	-2	0	1.3
5	COCC(=O)c1[nH]c2ccccc2c1C	-11	1	0	-9	0.8
6	Cc1cccc(OCC(=O)Nc2cccc(O)c2)c1	2	1.7	1	30[fluorescence artefact?]	0.9
7	CC(C)CC(=O)Nc1ccc(C(=O)NNC(=S)NC(=O)C2CCCCC2)cc1	/	/	-2	/	0.9
8	Cc1ccc(S(=O)(=O)NC(CC(=O)O)c2ccccc2)c(C)c1 (stereo unspecified)	22	1.1	-1	25	1.1
9	O=C(COC(=O)c1cccs1)c1ccc2ccccc2c1	0	1.9	0	8	/
10	CCNC(=O)CC1C(=O)N(c2ccccc2)C(=O)N1CCC(C)C (stereo unspecified)	-5[fluorescence artefact?]	1.2	1	-20	1.3
11	Cc1ccc(NC(=O)C2CCN(C(=O)NC3CCCCC3)CC2)c(C)c1	7	1.2	-2	4	/
12	O=S(=O)(c1ccc(N2CCCC2)nc1)N1CCOCC1	0	1.2	2	-5	0.9

#	Mac1 fbg enh	CD11b adhes inh	ERa SRC1 pot	E coli WT exp
1	/	/	104	5
2	2	6	108[fluorescence artefact?]	-6
3	-4	-3	95	-17
4	-2	3	111	4
5	2	-1	122	17
6	-3	-11	102	4
7	-10	9	/	-6
8	/	/	101	3
9	/	/	101[fluorescence artefact?]	/
10	2	11	107	-14
11	/	/	102	/
12	-6	16	101	4

Record cards (already shown). Order of values: ERb coact inh, MT1-MMP txn act, FAK blocker, ERa coact inh, PLAP activator, Mac1 fbg enh, CD11b adhes inh, ERa SRC1 pot, E coli WT exp
`Cc1ccc(NC(=O)C2CCN(C(=O)NC3CCCCC3)CC2)c(C)c1` reads 7, 1.2, -2, 4, /, /, /, 102, /
`CC1CC(C)CN(c2oc(-c3ccco3)nc2C#N)C1` (stereo unspecified) reads -8, 1.1, 10, -39, /, /, /, 104, 5

(further entries)
#	SMILES	ERb coact inh	MT1-MMP txn act	FAK blocker	ERa coact inh	PLAP activator
13	CCn1c(CNC(=O)COc2ccc(C(C)C)cc2)nnc1SCC(=O)Nc1ccccc1C(C)C	/	/	1	/	1.7
14	Cc1ccc(C2c3c(oc4ccc(C)cc4c3=O)C(=O)N2CCCN2CCOCC2)cc1 (stereo unspecified)	-6	1	/	-2	/
15	O=C(COc1ncnc2ccccc12)NCCC1=CCCCC1	-4	1.1	/	-6	1
16	CC(C)(C)C(=O)Nc1nc(=S)ss1	-4	1	-1	-6	1.3
17	COc1cccc(CNC(=O)c2cc3ccccn3n2)c1	-8	1.2	-8	-11	0.8
18	COc1ccc(/C(O)=C2\C(=O)C(=O)N(c3cc(C)on3)C2c2ccccc2OC)cc1C (stereo unspecified)	-11	1.3	/	-9	1.1
19	Cc1cccc2cc(C#N)c(NCCNC(=O)NC3CCCCC3)nc12	6	0.8	-6	2	1
20	CCOc1ccccc1OCC(=O)NCc1ccco1	14	1.3	-1	24	1.4
21	O=C(CSc1nnc(-c2ccncc2)n1-c1ccc(Cl)cc1)NCc1cccs1	-11	1.2	12	7	1.1
22	C=CCn1c(=N)c(C(=O)NCCCOC)cc2c(=O)n3ccccc3nc21	/	1	2	/	1
23	COc1cc(CNCc2ccncc2)cc(Br)c1OCc1ccccc1F	/	/	-8	/	1.4
24	CC(C)(C)OC(=O)N1CCC(C(=O)N2CCC[C@H]2C(=O)O)CC1	-5	1.3	5	-4	1

#	Mac1 fbg enh	CD11b adhes inh	ERa SRC1 pot	E coli WT exp
13	-2	14	/	-1
14	/	/	118	/
15	-2	-2	107	-2
16	-6	66*	101	3
17	-2	0	106	14
18	6	17	114	-1
19	16	-8	118	-13
20	-4	-1	108[fluorescence artefact?]	4
21	/	/	113	11
22	-1	10	/	2
23	-7	62*	/	13
24	-3	-4	117	-5

(next part)
#	SMILES	ERb coact inh	MT1-MMP txn act	FAK blocker	ERa coact inh	PLAP activator
25	CC(C)(C)NC(=O)Cn1nnc(-c2ccc(S(C)(=O)=O)cc2)n1	-15	1.2	-6	0	1
26	CCN1C(=O)N(C)C(N(O)C(=O)NC)C1(C)C (stereo unspecified)	-5	1.2	-5	-6	0.8
27	CCOC(=O)c1c(C)nc2sc3c(=O)n(-c4ccc(C(C)=O)cc4)cnc3c2c1-c1ccc(Cl)cc1	/	/	0	/	1.7
28	COCCCn1c(SCC(=O)NC2CCCCC2)nnc1-c1ccncc1	-26	1.2	7	-33	0.9
29	CN1C(=O)c2ccccc2C(C(=O)O)C1c1cccc(F)c1 (stereo unspecified)	14	1.1	1	14	1
30	Cn1nc(OCc2ccccc2)ccc1=O	-5	1.1	-3	-3	0.9
31	CCOC(=O)C1=C(C)N2C(=C(C#N)[C@@H]1c1ccc(C(=O)OC)cc1)SC[C@@]2(O)C(C)(C)C	-8	1	1	-11	1.6
32	COc1ccc(C(C(=O)NC2CCCCC2)N(C(=O)c2ccco2)c2ccc(-n3cnnn3)c(C)c2)cc1 (stereo unspecified)	0	1.3	3	2	/
33	N#Cc1cccc(-n2nnnc2-c2ccc3c(c2)OCO3)c1	-7	1.3	-1	-1	1
34	CCCN1CCCc2ccccc21	7[fluorescence artefact?]	1.1	2	6[fluorescence artefact?]	1
35	Cc1cccc(C(=O)Nc2ccc(O)cc2)c1	14	1.5	-3	6	/
36	Cc1c(C(=O)O)oc2ccc(S(=O)(=O)N(CC(C)C)CC(C)C)cc12	-2	1.2	/	-4	1.4

#	Mac1 fbg enh	CD11b adhes inh	ERa SRC1 pot	E coli WT exp
25	2	-8	115	-7
26	1	-2	123[fluorescence artefact?]	-5
27	1	1	/	0
28	0	-8	103[fluorescence artefact?]	-2
29	-5	0	92	3
30	-5	-3	126	3
31	1	12	117	-21
32	/	/	111	/
33	-2	-18	106	1
34	1	-16	116[fluorescence artefact?]	-4
35	/	/	106	8
36	0	28	102	-7

(listing goes on)
#	SMILES	ERb coact inh	MT1-MMP txn act	FAK blocker	ERa coact inh	PLAP activator
37	CCOC(=O)c1ccc(NC(=O)N2CCN(CCc3ccccc3)CC2)cc1	-5	1.1	0	-1	1.6
38	COc1cc(N2CCCC2)c(OC)cc1/C=C(/C#N)c1cccc(Br)c1	3	1	1	-1	0.7
39	O=C(COc1ccccc1O)N1CCN(C(=O)c2ccco2)CC1	2[fluorescence artefact?]	1.2	0	5[fluorescence artefact?]	0.8
40	CC(=O)Cn1c(N2CCC(Cc3ccccc3)CC2)nc2c1c(=O)[nH]c(=O)n2C	-3	1.1	4	-2	0.9
41	CC1CCCCC1NC(=O)CSc1nnnn1-c1ccccc1 (stereo unspecified)	-8	1	0	-2[fluorescence artefact?]	1.1
42	Cc1cc(OCC(=O)NCCO)ccc1Cl	1	1	/	-1	/
43	Cc1cc2c(NCC(C)O)ncnc2s1 (stereo unspecified)	-14	1.2	-1	-17	/
44	O=C(COc1ccccc1)N1CCNC1=O	-7	1.1	1	-1	1
45	COc1ccccc1CN(Cc1nc2ccccc2c(=O)[nH]1)S(=O)(=O)c1ccc2ccccc2c1	20	1.4	4	25[fluorescence artefact?]	/
46	CCCC1=NCCn2cccc21	-7	1	-4	-2	0.8
47	COc1cc(/C=C2/SC(=O)N(Cc3ccccc3)C2=O)ccc1OCc1ccncc1	/	/	-2	/	1.6
48	O=C(NCC1CCCO1)c1ccc(N2CCCCC2)nc1 (stereo unspecified)	-8	1.3	-2	-4	1

#	Mac1 fbg enh	CD11b adhes inh	ERa SRC1 pot	E coli WT exp
37	/	/	108	6
38	1	-1	80	-36
39	0	-23	86	7
40	-1	-6	111	-1
41	0	-10	101	7
42	/	/	116	-11
43	/	/	98	/
44	1	-5	102	-4
45	/	/	280*	/
46	/	/	97	0
47	-3	-3	/	-11
48	-1	-2	117	7

Gathered by group, the entries above containing fluorine (two)
#	SMILES	ERb coact inh	MT1-MMP txn act	FAK blocker	ERa coact inh	PLAP activator
23	COc1cc(CNCc2ccncc2)cc(Br)c1OCc1ccccc1F	/	/	-8	/	1.4
29	CN1C(=O)c2ccccc2C(C(=O)O)C1c1cccc(F)c1 (stereo unspecified)	14	1.1	1	14	1

#	Mac1 fbg enh	CD11b adhes inh	ERa SRC1 pot	E coli WT exp
23	-7	62*	/	13
29	-5	0	92	3

Continuation.
#	SMILES	ERb coact inh	MT1-MMP txn act	FAK blocker	ERa coact inh	PLAP activator
49	CC1CCCC(C)N1C(=O)CSc1nnnn1Cc1ccccc1 (stereo unspecified)	-5	1.2	2	-1	1
50	Nc1c2c(nc3ccc(Br)cc13)N(c1ccccc1)CC2	6	1.7	0	9[fluorescence artefact?]	1.1
51	CC(=O)c1ccc2c(ccc3ccccc32)c1	/	/	5	/	0.9
52	Cc1ccc(S(=O)(=O)N(CC(=O)N/N=C/c2cccc(C)c2)c2cccc3cccnc23)cc1	/	/	0	/	1
53	CCOc1nc(C)ccc1-c1noc(-c2ccccc2OC)n1	11	1.1	0	-12	1
54	Cc1cc(=O)[nH]c2c1c(C)nn2C1CCCC1	-7	1.1	0	-6	0.8
55	CC1=CC(C)(C)N(C(=O)C(C)N2C(=O)c3ccccc3C2=O)c2ccc(C)cc21 (stereo unspecified)	3	1	0	11[fluorescence artefact?]	1.5
56	CN=C(Nc1ccccc1)SC1CC(=O)N(c2ccc(C(=O)OC)cc2)C1=O (stereo unspecified)	/	/	2	/	1.2
57	Cc1cc(C)n(-c2nc3ccccc3nc2NCCc2ccccc2)n1	-4	/	3	-6	0.8
58	CCN1C(=O)C2C(C1=O)N1C(c3ccccc3)C3C(=O)N(CC)C(=O)C3N1C2c1ccccc1 (stereo unspecified)	-3	1	0	-4	1
59	CCCCOCCCn1cnc2c([nH]c3cc(OC)ccc32)c1=O	-12	1.2	1	0	0.7
60	CC(=O)c1cc(F)c(N2CCN(C(=O)COc3ccc(F)cc3)CC2)cc1C	11[fluorescence artefact?]	1	1	-3	/

#	Mac1 fbg enh	CD11b adhes inh	ERa SRC1 pot	E coli WT exp
49	-1	-6	110	-2
50	-4	5	49[fluorescence artefact?]	1
51	-4	1	/	-2
52	0	-3	/	-5
53	-1	0	107	5
54	-3	-4	122	1
55	-4	-1	85	0
56	-4	10	/	-7
57	9	1	122	1
58	-2	-10	107	1
59	-2	-8	103	-3
60	/	/	100	/

Additional results follow:
#	SMILES	ERb coact inh	MT1-MMP txn act	FAK blocker	ERa coact inh	PLAP activator
61	Cc1cc([N+](=O)[O-])nn1CC(=O)N1CCc2ccccc2C1	/	/	-1	/	0.9
62	Cc1cc(C)n(C(=O)CNC(=O)C(c2ccccc2)c2ccccc2)n1	-11	1.1	0	-13	/
63	O=C1CC(N2CCN(c3cccc(C(F)(F)F)c3)CC2)C(=O)N1c1ccccc1F (stereo unspecified)	0	1.2	0	-4	1.6
64	O=C(COC(=O)CNC(=O)C12CC3CC(CC(C3)C1)C2)Nc1ccccc1	/	/	0	/	1.4

#	Mac1 fbg enh	CD11b adhes inh	ERa SRC1 pot	E coli WT exp
61	-1	-1	/	26
62	/	/	107	/
63	-2	-14	108	4
64	-1	1	/	2

The order is random; about 5.1% have a hit in one of these screens.
